# Source: PubChem BioAssay (NMMLSC)
# RGS4-Gao reg – human RGS4-Galphao interaction regulation | P09471 | Multiplexed bead flow cytometry, RGS4-Galphao binding; actives lie on both sides | binding response (% of control), % at 10 µM | 0.33% of 220,000 active; in the data active = binding response below about 49% or above about 150%; inactive = in between;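 also: fluorescent Galphao activated with aluminum fluoride binding bead-coupled RGS4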
# Target sequence (P09471 whole entry, looked up): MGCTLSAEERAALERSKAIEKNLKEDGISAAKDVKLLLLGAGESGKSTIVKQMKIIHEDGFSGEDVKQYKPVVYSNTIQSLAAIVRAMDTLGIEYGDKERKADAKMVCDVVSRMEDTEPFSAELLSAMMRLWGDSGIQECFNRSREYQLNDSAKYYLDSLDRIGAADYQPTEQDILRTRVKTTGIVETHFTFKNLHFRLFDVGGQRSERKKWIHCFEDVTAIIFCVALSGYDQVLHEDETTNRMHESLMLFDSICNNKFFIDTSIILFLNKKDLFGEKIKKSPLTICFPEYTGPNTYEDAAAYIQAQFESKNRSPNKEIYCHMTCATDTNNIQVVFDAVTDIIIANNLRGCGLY
# RGS7-Gao reg – modulates binding of RGS7 to human Galphao. binding response (% of control), % at 10 µM. Multiplexed bead flow cytometry; actives lie on both sides. P09471. 0.35% of 220,000 active. AID 1439; in the data active = binding response below about 49% or above about 150%; inconclusive = no clear call, values can overlap the other calls; inactive = in between;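 also: fluorescent Galphao held in activated GDP-AlF4 state binding bead-coupled RGS7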
# RGS8-Gao – regulators of human RGS8-Galphao interaction; response (percent of control binding), % at 10 µM; P09471; AID 1423; multiplexed bead flow cytometry, RGS8-Galphao binding; actives lie on both sides; 0.34% of 220,000 active; in the data active = response below about 60% or above about 140%; inactive = in between;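 also: Galphao activated as the GDP aluminium fluoride complex binding bead-coupled RGS8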
# Active calls of the source: *; ? = inconclusive; · = not tested or not shown. The list is partial (hit frequency here may not be typical).
RGS4-Gao reg,RGS7-Gao reg,RGS8-Gao,compound
149,·,·,CCOP(=O)(OCC)C(Nc1ccc(F)cc1)c1ccccc1 (stereo not drawn)
112,?,110,CCOc1ccc(-n2c(SCC(N)=O)nc3sc4c(c3c2=O)CCN(C)C4)cc1
96,?,98,CC(C)(C)OC(=O)N[C@@H](Cc1ccccc1)C(=O)NCC1CCC(C(=O)O)CC1 (stereo partly drawn)
100,?,97,S=c1[nH]nc(-c2cccc(Cl)c2)n1/N=C/c1ccc(-c2ccccc2Br)o1
96,?,96,O=[N+]([O-])c1cccc(-c2n[nH]c(=S)n2-c2ccccc2)c1
101,?,100,CCc1ccc(Nc2ncc3c(n2)CC(C)(C)CC3=O)cc1
102,?,103,COc1ccc(/C=N/n2c(C)nc3sc(C)c(C)c3c2=O)cc1
100,?,104,CCCCNCC1CCCO1 (stereo not drawn)

# Next results.
RGS4-Gao reg,RGS7-Gao reg,RGS8-Gao,compound
100,?,100,N/C(Cc1nc(-c2ccc(Cl)cc2)cs1)=N/O
90,?,97,COc1ccc(N2C(=O)CC(N(CCc3ccc(S(N)(=O)=O)cc3)C(=S)Nc3ccccc3)C2=O)cc1 (stereo not drawn)
98,?,100,Cc1ccccc1OCC(=O)N/N=C/c1cn(C)c2ccccc12
93,·,95,COc1ccccc1NC(=O)Nc1sccc1-c1nc2ccccc2s1
114,?,105,CCOc1ccc(CC(=O)NNC(=S)NC)cc1Br
116,?,112,Nc1ncc([N+](=O)[O-])c(Oc2ccccc2F)n1
99,?,98,COCCN1CCn2c(nc3cc([N+](=O)[O-])ccc32)C1
93,?,100,CCOC(=O)c1ccc(NC(=O)c2nc[nH]c2C(=O)NCC(=O)OC(C)(C)C)cc1

# Later entries
RGS4-Gao reg,RGS7-Gao reg,RGS8-Gao,compound
100,?,102,CCCCNC(=O)OCCSCCS(=O)(=O)c1ccc(Cl)cc1
103,?,102,Cc1cc(C(=O)N/N=C/c2c(C)nn(-c3ccccc3)c2C)n[nH]1
98,?,99,Cc1nc(C(=O)NNC(=O)c2c(-c3c(Cl)cccc3Cl)noc2C)cs1
99,?,98,COc1ccc(C(=O)O)cc1S(=O)(=O)NC(C)(C)C
93,?,97,COc1cccc(Cl)c1NC(=O)N1CCc2c([nH]c3ccccc23)C1C(F)(F)F (stereo not drawn)
102,?,103,COc1ccc(Nc2oc(-c3ccc(OC)cc3)nc2C#N)cc1
105,?,99,CN1CCN(C(=S)NC(CC(=O)c2ccccc2)c2ccccc2)CC1 (stereo not drawn)
99,?,100,Cc1cccc(Cl)c1NC(=S)NN

# More records.
RGS4-Gao reg,RGS7-Gao reg,RGS8-Gao,compound
111,?,110,CCCCCC(=O)N1CCCCC1
96,?,98,O=c1nc(/C=C/c2ccc(O)c(O)c2)oc2ccccc12
97,?,97,Cc1ccc(-c2nc(NC(=O)CSc3nnc4scc(-c5ccccc5)n34)ns2)cc1
97,?,99,Cc1cc(C)c(-n2c(SCCS(=O)(=O)c3ccc(F)cc3)n[nH]c2=O)c(C)c1
102,?,98,CCn1c(O)c(/C=N/N=C/c2ccc(OC)cc2)c2cc(C3=NNC(=O)CC3)ccc21
101,?,101,COC(=O)c1ccc(COc2cc([N+](=O)[O-])cc3cccnc23)cc1
114,?,103,O=C1NC(=O)/C(=C/c2ccc(N3CCOCC3)o2)N1
95,?,98,COC(=O)CCCC1=CC2=CC(=O)C(C)(OC(=O)CCc3ccccc3)C(=O)C2=CO1 (stereo not drawn)

# (further entries)
RGS4-Gao reg,RGS7-Gao reg,RGS8-Gao,compound
107,?,104,CCC(=O)Nc1cc(=O)[nH]c2nc(-c3ccc(Cl)cc3)nn12
114,?,109,Fc1ccc(C2=NOC(c3nnc(-c4ccccc4)o3)C2)cc1 (stereo not drawn)
88,?,98,O=C(CN1C(=O)CNC1=O)Nc1ccc(Cl)cc1
93,?,98,O=C(O)c1ccccc1Nc1ccc([N+](=O)[O-])cc1C(=O)O
100,?,100,C/C=C(/C)C(=O)Nc1cccc(C2=NOC3(C2)C[C@H](C(N)=O)N(C(=O)c2ccc(Cl)cc2)C3)c1 (stereo partly drawn)
96,?,98,O=C(N/N=C/c1cccnc1)c1cccs1
99,?,101,Cc1ccc(/C=N\NC(=O)C2CC(=O)N(c3ccccc3)C2)o1 (stereo not drawn)
104,?,100,CC(=O)Nc1c(C)cc(OCC(=O)O)cc1C

# Following part.
RGS4-Gao reg,RGS7-Gao reg,RGS8-Gao,compound
97,?,102,CC(=O)Nc1ccc(S(=O)(=O)N2CCN(CCN3CCOCC3)CC2)cc1Cl
102,?,100,Nc1c(C(=O)Nc2ccccc2)sc2nc(-c3cccnc3)ccc12
95,?,78,O=C1C=CC(=O)N1c1ccc(Sc2ccc([N+](=O)[O-])cc2)cc1
93,?,95,COc1ccc(Cn2c(=O)[nH]c3cc(OC)c(OC)cc3c2=O)cc1
104,?,98,CCOC(=O)/C=c1\s/c(=C(\C#N)C(N)=O)n(-c2ccccc2)c1=O
96,?,99,O=C(NC12CC3CC(CC(C3)C1)C2)OCCNC1CCCCC1
104,?,106,COc1cc(/C=C(/C#N)C(=O)c2c(C)[nH]c3ccccc23)ccc1OCC#N
93,?,96,COc1ccc(CCNc2ccc(C(CC(N)=O)NC(=O)Cc3cccc4ccccc34)cc2[N+](=O)[O-])cc1 (stereo not drawn)

# (further entries)
RGS4-Gao reg,RGS7-Gao reg,RGS8-Gao,compound
97,?,100,CCCOC(=O)C[N+](C)(C)CCOC1CC2CCC1(C)C2(C)C (stereo not drawn)
92,?,99,CCOC(=O)N1CCN(C(=O)/C(=C\c2ccc(SC)cc2)NC(=O)c2ccccc2)CC1
99,?,101,CCc1ccc(Nc2ncnc3nc[nH]c23)cc1
97,?,101,N/C(=N\OC(=O)c1cccc2ccccc12)c1ccncc1
99,?,102,NS(=O)(=O)c1ccc(Nc2ccc([N+](=O)[O-])c3nonc23)cc1
106,?,104,Cc1ccc(NNC(=O)c2ccno2)c(C)c1
101,?,103,CCC(CC)=NNc1ccc(S(N)(=O)=O)cc1[N+](=O)[O-]
105,?,100,O=C(NNC(=O)c1cc2cc(OC(F)(F)F)ccc2[nH]1)c1cccc(C(F)(F)F)c1

# (continued)
RGS4-Gao reg,RGS7-Gao reg,RGS8-Gao,compound
96,?,99,CCCc1ccc(S(=O)(=O)Nc2ccc(C)c(NS(C)(=O)=O)c2)cc1
102,?,98,NC(=O)COC(=O)c1cc([N+](=O)[O-])ccc1NCCO
99,?,102,COc1cc(S(=O)(=O)N(Cc2cccnc2)Cc2cccc(OC)c2OC)ccc1-n1cnnn1
102,?,100,CCOC(=O)Cn1c(=O)oc2cc(S(=O)(=O)N(C)c3cccc(C)c3)ccc21
98,?,102,O=C(O)c1ccc(-c2nc3ccccc3s2)o1
101,?,101,Cc1ccnc(NC(=O)Cc2ccc(F)cc2)n1
98,?,101,O=C(NC1CCCC1)c1cc2nc(-c3ccccc3)cc(-c3ccccc3)n2n1
99,?,102,O=c1[nH]c(-c2ccccc2)nnc1-c1ccccc1

# (next part)
RGS4-Gao reg,RGS7-Gao reg,RGS8-Gao,compound
109,?,105,CCOC(=O)c1ccc(NC(=O)c2nc[nH]c2C(=O)N(C)Cc2ccccc2)cc1
108,?,104,CCCc1c(C(=O)Nc2cc(C)on2)cnn1-c1ccccc1
91,?,96,COc1ccc(-c2cn3ccc(C)cc3n2)cc1
103,?,107,Cn1c(C(=O)c2ccncc2)cc2ccccc21
106,?,103,COc1cc(OC)c(NC(=O)/C=C/C(=O)O)cc1Cl
106,?,103,Cc1cccc2cc(COC(=O)c3cccc([N+](=O)[O-])c3)c(=O)[nH]c12
115,?,110,COC(=O)c1cc(N=Nc2c(C)[nH]c3ccccc23)cc(C(=O)OC)c1
98,?,100,CCCN(C(=O)C(=O)Nc1ccc2nc3n(c(=O)c2c1)CCCCC3)c1ccc(OCC)cc1

# Next records
RGS4-Gao reg,RGS7-Gao reg,RGS8-Gao,compound
102,?,104,COc1ccc(N(CC(=O)NCCC2=CCCCC2)S(=O)(=O)c2ccccc2F)cc1
99,?,100,Cc1nc(SCc2ccc(F)cc2)c2oc3ccccc3c2n1
89,?,92,C/C(=N\Nc1cccc(Cl)c1)C1(C)N(O)C(C)(C)C(c2ccco2)=[N+]1[O-] (stereo not drawn)
99,?,105,Cc1cc(NC(=O)Nc2cc(Cl)ccc2C)no1
101,?,102,CN(C)S(=O)(=O)c1ccc(C(=O)OCC(=O)c2ccc3c(c2)NC(=O)CO3)cc1
100,?,97,COC(=O)c1ccc(C23CC4(C2)[C@H](CN(C)[C@@H]4c2ccccc2)C3c2ccccc2)cc1 (stereo partly drawn)
98,?,100,Cn1cccc1CC(=O)N/N=C/c1ccco1
104,?,102,CC(C)(C)c1csc(Sc2ccc([N+](=O)[O-])cn2)n1

# Additional structures
RGS4-Gao reg,RGS7-Gao reg,RGS8-Gao,compound
100,?,102,O=C(Nc1ccc(Cl)cc1)Nc1csc([N+](=O)[O-])c1
103,?,103,CCN(CC)C(=O)CSc1nc(O)c(Cc2ccccc2)c(=O)n1-c1ccccc1C
91,?,94,CCOC(=O)CNc1nc(Cl)nc(Nc2ccc(C)cc2)n1
106,?,100,O=C(Cn1c(CO)nc2ccccc21)NCc1ccc2c(c1)OCO2
104,?,100,O=C(CC(=O)Nc1nc(C23CC4CC(CC(C4)C2)C3)cs1)NCCO
104,?,101,O=C(Nc1ccc(N2CCOCC2)c(S(=O)(=O)Nc2cc(Cl)ccc2Cl)c1)c1cccnc1
100,?,104,COC(=O)c1cc(=O)n2c(sc3ccccc32)c1C#N
99,?,100,Cc1ccsc1/C=N/n1cnnc1

# More compounds follow:
RGS4-Gao reg,RGS7-Gao reg,RGS8-Gao,compound
94,?,97,COc1cc(NC(=O)CCCOc2ccc(Cl)cc2Cl)c(C(=O)O)cc1OC
96,?,83,C/C=C\C=C/C(=O)Nc1cccc(C2=NOC3(C2)C[C@H](C(N)=O)N(C(=O)c2ccc(OC)cc2)C3)c1 (stereo partly drawn)
94,?,101,COC(=O)c1scc(C)c1NC(=O)CC1NCCNC1=O (stereo not drawn)
108,?,106,CSCCC(NC(=O)COc1cccc2ccccc12)C(=O)O (stereo not drawn)
101,?,100,Cc1cccn2c(=O)c(/C=C(\C#N)C(N)=O)c(Oc3ccccc3)nc12
90,?,92,CC(C)(C)OC(=O)NCCc1nnc(SCc2cccc(Cl)c2)o1
99,?,102,CCOC(=O)c1ccc2c(c1)n(CCCS(=O)(=O)[O-])c(/C=C/c1ccc(Cl)cc1)[n+]2CC
99,?,103,Brc1ccc2[nH]c3c(c2c1)CCC3

# Quoted at random: three entries already listed, in no set order.
RGS4-Gao reg,RGS7-Gao reg,RGS8-Gao,compound
99,?,103,Brc1ccc2[nH]c3c(c2c1)CCC3
94,?,97,COc1cc(NC(=O)CCCOc2ccc(Cl)cc2Cl)c(C(=O)O)cc1OC
90,?,92,CC(C)(C)OC(=O)NCCc1nnc(SCc2cccc(Cl)c2)o1

# (cont.)
RGS4-Gao reg,RGS7-Gao reg,RGS8-Gao,compound
94,?,98,COc1cc(OC)c(OC)cc1/C=C1\Oc2cc(OS(C)(=O)=O)ccc2C1=O
94,?,101,O=C(O)Cc1ccc(Nc2cnn(C34CC5CC(CC(CC(=O)O)(C5)C3)C4)c(=O)c2Cl)cc1
97,?,96,COc1ccc2c(c1)CC/C(=C\c1ccc(C)o1)C2=O
90,?,95,CC(C)(C)NC(=O)C1CCC(CNc2c(N3CCCCC3)c(=O)c2=O)CC1 (stereo not drawn)
101,?,101,O=C(O)c1nccnc1C(=O)Nc1ccccc1N1CCOCC1
97,?,98,CCOC(=O)C1(CCCc2ccccc2)CCN(C(=O)Cn2nc(C)nc2C)CC1
107,?,101,COC(=O)c1cc(-c2ccc(S(=O)(=O)N3CCCC(C)C3)cc2)c(C(F)(F)F)s1 (stereo not drawn)
94,?,99,Cc1cc(C(C)(C)C)ccc1NC(=O)CC(C)(C)CC(=O)O

# Next part:
RGS4-Gao reg,RGS7-Gao reg,RGS8-Gao,compound
102,?,97,N#C/C(=C\c1c(Cl)cccc1Cl)c1nn(-c2ccccc2)c(-n2cccc2)c1C#N
93,?,94,CC(C)(C)NC(=O)NCc1ccco1
105,?,102,CC(C)(C)C(=O)Nc1ccc(-c2cnco2)cc1
100,?,101,Cc1ccc(NS(=O)(=O)c2cc3c4c(cccc4c2)C(=O)NC3=O)cc1C
107,?,94,Brc1ccc(C2=Nn3c(Cn4nnc5ccccc54)nnc3SC2)cc1
99,?,99,Cc1c(/C=N/Nc2ccc(C(=O)O)cc2)c2ccccc2n1C
95,?,98,O=C1C(Cl)=C(NS(=O)(=O)c2ccc([N+](=O)[O-])cc2)C(=O)c2ccccc21
91,·,93,O=C(CC1Sc2ccccc2NC1=O)NCc1ccccc1 (stereo not drawn)
98,?,89,NC(=O)c1ccc2c(c1)S(=O)(=O)c1ccccc1C2=O

# Grouped by structure, those above containing a tert-butyl group
RGS4-Gao reg,RGS7-Gao reg,RGS8-Gao,compound
96,?,98,CC(C)(C)OC(=O)N[C@@H](Cc1ccccc1)C(=O)NCC1CCC(C(=O)O)CC1 (stereo partly drawn)
93,?,100,CCOC(=O)c1ccc(NC(=O)c2nc[nH]c2C(=O)NCC(=O)OC(C)(C)C)cc1
99,?,98,COc1ccc(C(=O)O)cc1S(=O)(=O)NC(C)(C)C
104,?,102,CC(C)(C)c1csc(Sc2ccc([N+](=O)[O-])cn2)n1
90,?,92,CC(C)(C)OC(=O)NCCc1nnc(SCc2cccc(Cl)c2)o1
90,?,95,CC(C)(C)NC(=O)C1CCC(CNc2c(N3CCCCC3)c(=O)c2=O)CC1 (stereo not drawn)
94,?,99,Cc1cc(C(C)(C)C)ccc1NC(=O)CC(C)(C)CC(=O)O
93,?,94,CC(C)(C)NC(=O)NCc1ccco1
105,?,102,CC(C)(C)C(=O)Nc1ccc(-c2cnco2)cc1
